Bioassay records as filed in PubChem BioAssay.
Hsp70 inhibitors: small molecules displacing fluorescent ligand from Hsp70 – biochemical, fluorescence polarization, primary screen (AID 583) | displacement, % at 20 µM, or IC50 in µM where a hit was titrated | Hsp70 fluorescence polarization probe displacement, mP; higher % means a stronger effect | 140,000 compounds, 0.06% hits; in the data active = displacement above about 50%;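 note: plate controls were vehicle for no effect and reference ligand for full effect; a part of the inactive calls stands beside numbers as strong as those of hits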
MKP-3 inhibition: inhibition of rat DUSP6 enzyme activity – biochemical, in vitro, primary screen (AID 425); recombinant MKP-3 phosphatase activity, fluorescence; higher % means a stronger effect; inhibition, % at 20 µM; hits with a dose series show IC50 in µM; 110,000 compounds, 0.17% hits; in the data active = inhibition above about 50%;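 note: plate controls were vehicle for no effect and reference inhibitor for full effect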
* marks the source's active call; other numbers are inactive results; . = no result given; & = joins results of further samples. The list is partial. The share of hits here may be higher or lower than overall.

Start of the listing, in advance (six entries):
Hsp70 inhibitors	MKP-3 inhibition	Structure
5.0%	6%	CCOC(=O)c1oc2ccc(Br)cc2c1NC(=O)CN1CCN(C)CC1
5.5%	-7%	O=C1N=C(N2CCOCC2)SC1=C1CCCCC1
5.5%	2%	COc1c(Cl)ccc(Cl)c1C(=O)OCC(=O)O
9.0%	.	Cc1ccc(C2=[N+]([O-])C3(CCCCC/C3=N\NC(N)=O)N(O)C2(C)C)o1 (centres undefined)
5.5%	-2%	Cc1ccc(N=Cc2c(O)n(-c3ccccc3)c(=O)[nH]c2=O)cc1
1.1%	-5%	C/C(=C\c1cc(C(=O)O)c(C)o1)CO

The list itself, repeating the preview:
Hsp70 inhibitors	MKP-3 inhibition	Structure
5.0%	6%	CCOC(=O)c1oc2ccc(Br)cc2c1NC(=O)CN1CCN(C)CC1
5.5%	-7%	O=C1N=C(N2CCOCC2)SC1=C1CCCCC1
5.5%	2%	COc1c(Cl)ccc(Cl)c1C(=O)OCC(=O)O
9.0%	.	Cc1ccc(C2=[N+]([O-])C3(CCCCC/C3=N\NC(N)=O)N(O)C2(C)C)o1 (centres undefined)
5.5%	-2%	Cc1ccc(N=Cc2c(O)n(-c3ccccc3)c(=O)[nH]c2=O)cc1
1.1%	-5%	C/C(=C\c1cc(C(=O)O)c(C)o1)CO
-2.8%	.	Cc1ccc(NC(=O)C2CCN(C(=O)NC3CCCCC3)CC2)cc1
-2.6%	.	CC1(C)CC(=O)C2=C(C1)N(C1CCCCC1)C(=O)C2(O)C(F)(F)F (centres undefined)
-0.3%	-12%	CC(C)CC(OC(=O)c1cccs1)C(=O)NCC1CCCO1 (centres undefined)
-0.6%	-2%	O=C(CSc1nc2sc3c(c2c(=O)n1-c1ccccc1)CCCC3)NCCc1ccccc1
10%	.	Cc1csc(N/N=C/c2ccc(O)c([N+](=O)[O-])c2)n1
-2.2%	3%	COc1ccc(CNC(=O)C(=O)Nc2ccc(Cl)c(C(F)(F)F)c2)cc1
-3.2%	.	FC(F)(F)c1cc(-c2ccc(Cl)cc2)nc2ncnn12
-6.4%	4%	CCOC(=O)CC(=O)CSc1nc(N)c(C#N)c(-c2ccc(Cl)cc2)c1C#N
0.9%&-0.6%	-9%&0%	Cc1nc(C2CC(=O)OC23CCCCC3)cs1 (centres undefined)
2.6%	-7%	CCOC(=O)N1CCN(C(=O)COc2ccc(S(=O)(=O)NC(C)C)cc2)CC1
14%	-6%	CC1CCC(C(C)C)C(OC(=O)COC(=O)c2cccn2C)C1 (centres undefined)
3.9%	-8%	CC(=O)Nc1ccc(-n2c(C)nc(=O)c(-c3ccccc3)c2C)cc1
9.5%	2%	COc1ccc(CCNC(=O)C2CC(=O)N(C3CCCC3)C2)cc1OC (centres undefined)
0.5%	-3%	O=C(CCCOc1ccccc1)Nc1ncn[nH]1
-4.9%	3%	Cc1cccc(C)c1NC(=O)Nc1c(C)cccc1C
-1.7%	1%	CC(C)C(NC(=O)OCc1ccccc1)C(=O)OCC(=O)N1C(C)CCCC1C (centres undefined)
2.4%	-3%	Cc1ccccc1NC(=O)c1cc(N)ccc1N1CCCCC1
8.1%	.	CCCC[n+]1ccn(-c2nc3ccccc3nc2[N-]S(=O)(=O)c2ccc(C)cc2)c1
-4.4%	-14%	C=CCN1C(c2ccccc2)=CS/C1=C(\C#N)c1nnc2n1CCCCC2
5.4%	-1%	CC12CC3CC(C)(C1)CC(C(=O)Nc1ccc(Cl)cc1)(C3)C2
2.4%	-2%	CCOC(=O)c1c(C)nc2n(/N=C/c3ccccc3)c3ccccc3n12
0.2%	2%	O=C(Nc1ccc(S(=O)(=O)N2CCCCCC2)cc1)c1ccccc1[N+](=O)[O-]
-0.5%	-3%	COc1cc(/C=C2/SC(=S)N(c3ccccc3)C2=O)ccc1OC(=O)c1ccc([N+](=O)[O-])cc1
4.3%	-2%	CC(=O)OCc1cc2cccc(C)c2[nH]c1=O
-3.2%	2%	COc1ccc(CN2C(=O)CCC2(C)C(=O)NC2CCCC2)c(OC)c1 (centres undefined)
-2.0%	-2%	O=c1cc(N2CCOCC2)[nH]c(=O)n1-c1ccc(Br)cc1
3.0%	2%	O=C(O)CCC(=O)N1CCC(C(=O)c2cccc(Cl)c2)CC1
1.9%	-2%	CCSC1(SCC)N=C(N)C2(C#N)C(c3ccccc3)NC(C)=C(C)C12C#N (centres undefined)
3.8%	0%	C/C(=N\NC(=O)c1cc2ccccc2cc1O)c1ccco1
-0.4%	1%	CC1=C(C(=O)OC2CCCC2C)C(c2ccccc2Cl)NC(=O)N1 (centres undefined)
.	3%	CCSc1nc2ccccc2n1CC(=O)N1CCOCC1
1.7%	0%	C=CCN(CC=C)CCCCOc1cccc(C)c1
-2.6%	6%	CC(C)C1=NN2C(=N)/C(=C/c3ccc(OCc4ccc(F)cc4)cc3)C(=O)N=C2S1
2.9%	4%	COc1ccc(C(=O)N/C(=C\c2ccc(-c3cccc([N+](=O)[O-])c3)o2)C(=O)NCc2ccncc2)cc1
-2.1%	2%	O=C(NC1C2CC3CC(C2)CC1C3)c1cccc(I)c1 (centres undefined)
3.9%	-9%	Cc1c(C(=O)OC2CCCCC2)sc2nc[nH]c(=O)c12
9.7%	-5%	CC1(c2ccccc2)NC(=O)N(CCOc2ccccc2)C1=O (centres undefined)
7.2%&8.1%	6%&2%	Cc1cc(COc2ccccc2OCc2cc(C)no2)on1
3.6%	-14%	CCOC(=O)N1CCN(c2ccc(C(=O)c3ccccc3)cc2F)CC1
-1.1%	2%	O=C(c1noc2c1CCc1ccccc1-2)N1CCCc2ccccc21
-82%	.	CCCCN(CCCC)C1=Nc2ccccc2N/C1=C(/C#N)C(=O)OCC
2.2%	-5%	O=C(NCCc1ccc(Cl)cc1)C1CCN(S(=O)(=O)N2CCC3(CC2)OCCO3)CC1
0.2%	3%	COC(=O)C1=C(C)N(c2ccc(Cl)cc2)/C(=C\c2ccc(OCC(=O)Nc3ccccc3OC)cc2)C1=O
-1.6%	.	COc1cc(Cl)c(S(=O)(=O)NCCN2CCOCC2)cc1Cl

Continued.
Hsp70 inhibitors	MKP-3 inhibition	Structure
4.4%	.	CC(=O)N(C)c1nnc(-c2cnccn2)s1
9.9%	24%	Cc1cccc(NC(=O)/C(=C\c2ccccc2Cl)NC(=O)c2ccccc2)c1
-3.9%	-5%	C=Cn1c(C(=O)O)cc(CC)c1-c1ccccc1
3.5%	-7%	Cc1cccc(NC(=O)CSc2nnc([C@@H]3CCCN3C(=O)OC(C)(C)C)o2)c1C
2.8%	-3%	Cc1sc2nc(SCC(=O)OC(C)C)n(C)c(=O)c2c1C
4.2%	-2%	O=C(OCCN1C(=O)c2ccccc2C1=O)c1cnccn1
-2.0%	.	CCn1nnnc1SCC(=O)Nc1ccc2c(c1)OCCO2
-5.2%	-1%	COc1ccc(N/C=C/C(=O)c2ccco2)cc1
5.4%	.	COc1ccc(S(=O)(=O)N2CCC(C(=O)NCCc3ccccc3)CC2)cc1OC
2.4%	-7%	CCC(CC)n1[nH]c(=O)c2c(C)cc(C)nc21
11%	0%	CCOC(=O)c1[nH]c(C)c(C(=O)NCC2CCCO2)c1C (centres undefined)
1.9%	-3%	COc1ccc(C(=O)N2CCC(C(=O)Nc3ccccc3OC)CC2)cc1
2.6%	-2%	COc1ccc(-c2cc(C(=O)Nc3cc(C)n(Cc4ccc(Cl)cc4)n3)no2)cc1OC
0.0%	-2%	O=C1NC(=O)/C(=C/c2cccnc2)S1
5.3%	-2%	CC(=NCCN1CCOCC1)C1=C(O)c2ccccc2C1=O
-1.4%	-3%	COc1cccc(OCc2nnc(SC)n2C)c1
6.2%	-5%	N#CCCCSc1nnnn1-c1cccc(Cl)c1
8.9%	-4%	CCOC(=O)C1CCN(S(=O)(=O)Cc2ccc(Cl)cc2)CC1
-0.5%	4%	COc1ccccc1NC(=O)c1c(NC(=O)c2cccc(F)c2)sc(-c2ccccc2)c1C
-6.0%	11%	N#C/C(=C/c1cc(Cl)c(O)c(Cl)c1)C(=O)Nc1cccc(Br)c1
-0.4%	-8%	Cc1cc(Cl)c(S(=O)(=O)Nc2ccccn2)cc1OCC(N)=O
-7.9%	-14%	COc1ccc(C(=O)Oc2ccc(C(C)=O)cc2)c(OC)c1
4.8%	.	c1ccc2sc(NC3=NCN(C4CCCCCC4)CN3)nc2c1
0.5%	6%	Cc1cc(C=O)c(C)n1-c1ccc(Br)cc1
-5.0%	-2%	COC(=O)c1c(-c2cccs2)csc1NC(=O)c1cccnc1
2.1%	2%	CCOc1ccccc1N1CCN(C(=O)c2ccco2)CC1
-0.3%	-6%	COc1ccc(Cl)cc1NC(=O)COC(=O)CCNC(C)=O
-14%	.	CN1CCN(Cn2cc(/C=C/C(=O)c3ccccc3)c3ccccc32)CC1
3.0%	-2%	COc1cccc(CC(NC(C)=O)C(=O)NC2CCN(c3nc(C)cc(C)c3C#N)CC2)c1OC (centres undefined)
2.3%	.	Cc1cc(Cl)ccc1NC(=O)CCCN1C(=O)CCC1=O
29%	-3%	Cc1cc(-c2ccc(N=Cc3ccc([N+](=O)[O-])s3)c(C)c2)ccc1N=Cc1ccc([N+](=O)[O-])s1
-1.3%	-3%	Cc1ccc2c(c1)N(CC(=O)NCCc1c[nH]c3ccccc13)C(=O)CO2
0.7%	7%	CC(C)OC(=O)c1c(NC(=O)/C=C/C(=O)O)sc2c1CCCCC2
-5.3%	4%	CC(CCc1ccccc1)Nc1cc(N2CCN(S(C)(=O)=O)CC2)ccc1[N+](=O)[O-] (centres undefined)
1.3%	-12%	O=C(CN1C(=O)c2ccccc2S1(=O)=O)NCCSCc1ccco1
-4.8%	4%	CCN(CC)c1ccc(-c2nn3c(-c4ccccc4OC)nnc3s2)cc1
2.1%	0%	COc1ccc(CSc2nnnn2C)cc1
3.5%	-5%	CCC(=O)Nc1nnc(-c2ccc(OC)cc2)o1
-4.1%	-14%	O=C(CSc1ncnc2sc3c(c12)CCCC3)c1ccco1
.	-9%	OCCN1CCN(c2ncnc3nc[nH]c23)CC1

Look-ups from above:
`CCOC(=O)CC(=O)CSc1nc(N)c(C#N)c(-c2ccc(Cl)cc2)c1C#N` @ MKP-3 inhibition: 4%
`C=Cn1c(C(=O)O)cc(CC)c1-c1ccccc1` @ Hsp70 inhibitors: -3.9%
`O=C1NC(=O)/C(=C/c2cccnc2)S1` @ Hsp70 inhibitors: 0.0%
`c1ccc2sc(NC3=NCN(C4CCCCCC4)CN3)nc2c1` @ Hsp70 inhibitors: 4.8%
`N#CCCCSc1nnnn1-c1cccc(Cl)c1` @ MKP-3 inhibition: -5%
`O=C(CSc1ncnc2sc3c(c12)CCCC3)c1ccco1` @ Hsp70 inhibitors: -4.1%
`Cc1cc(COc2ccccc2OCc2cc(C)no2)on1` @ MKP-3 inhibition: 6%&2%

Other structures:
Hsp70 inhibitors	MKP-3 inhibition	Structure
-2.9%&1.1%	2%&-3%	O=CNc1ccccc1Oc1ccccc1
6.5%	1%	O=C(Oc1ccc2c(c1)OCO2)c1cc2c(s1)CCC2
-2.8%	6%	S=C(NCCOc1cccc2ccccc12)Nc1cccc2ccccc12
-0.9%	-9%	COc1ccc(OC)c(NC(=O)c2cc(-c3ccc(C)cc3O)n[nH]2)c1
4.7%	2%	N#CC1=C(N)NC(SCc2ccc(F)cc2)=C(C#N)C12CCCCC2
-1.2%	-2%	CC(C)CC(OC(=O)c1ccco1)C(=O)NCC1CCCO1 (centres undefined)
-3.8%&0.4%	5%	Cc1cc(C)n(-c2c(F)c(F)c(COC(=O)c3ccccc3)c(F)c2F)n1
-1.8%	2%	COC(=O)c1sccc1NC(=O)c1ccccc1C
0.8%	0%	CC(C)CN1C(=O)c2ccc(C(=O)c3cccc([N+](=O)[O-])c3)cc2C1=O
-2.3%	-9%	COCCCNC(=O)c1cccc(OC)c1OC
-3.9%	-8%	COc1ccc(-c2cn3c(C)c(C(=O)NCCN4CCOCC4)sc3n2)cc1
-0.8%	4%	CNc1nc(Nc2cccc([N+](=O)[O-])c2)nc(OCC(F)(F)F)n1
.	2%	O=C(NCCc1ccccc1Cl)C(=O)NCc1ccco1
5.9%	-2%	COc1ccccc1NC(=O)C(=O)N/N=C/c1cccc(OC)c1OC
0.3%	2%	CC1=NN(C(=O)c2cccc(O)c2)C(O)(c2ccc(Br)cc2)C1 (centres undefined)
0.1%	1%	O=C(O)c1ccc(N2C(=O)CC(N3CCC(Cc4ccccc4)CC3)C2=O)cc1 (centres undefined)
1.2%	.	CC(C)OC(=O)C(C)Oc1ccc(C(=O)NCCc2ccccc2)cc1 (centres undefined)
-0.7%	2%	O=C1CC(n2cnc3ccccc32)C(=O)N1c1ccccc1 (centres undefined)
-0.7%	2%	Cc1ccn2c(NC(=O)c3ccccc3)c(-c3cccs3)nc2c1
-0.8%	-4%	COc1ccc(Cn2nnnc2C(c2cc(OC)ccc2OC)N2CCC(C(N)=O)CC2)cc1 (centres undefined)
1.8%	3%	COC(C(=O)N/N=C/c1cn(-c2ccccc2)nc1-c1ccccc1)c1ccccc1 (centres undefined)
-0.3%	-13%	CCOC(=O)c1cnc(SCC(=O)Nc2ccc(NC(C)=O)c(OC)c2)nc1N
-2.3%	-2%	CC(C)(C)c1ccc(-c2cc(-c3cc(Cl)ccc3O)[nH]n2)cc1
1.2%	.	COc1ccc(Cl)cc1NC(=O)Nn1cnnc1
-0.5%	-3%	CCN(C(=O)c1ccc(Cl)c([N+](=O)[O-])c1)c1ccccc1C
2.8%	3%	CCOC(=O)c1cc(=O)oc2c(C(=O)OCC)c(C)[nH]c12
6.4%	.	O=C1C=C(Nc2ccccc2O)c2ccccc2C1=O
-1.9%	10%	COc1ccc(C(=O)/C=C/c2ccc(OC3CSC3)cc2)cc1OC
1.0%	-5%	COc1cccc(-c2nc(CS(=O)(=O)CC(=O)Nc3cc(C)ccc3C)c(C)o2)c1

In a second layout: results already given.
mol	Hsp70 inhibitors	MKP-3 inhibition
COc1ccc(C(=O)/C=C/c2ccc(OC3CSC3)cc2)cc1OC	-1.9%	10%
COc1cccc(-c2nc(CS(=O)(=O)CC(=O)Nc3cc(C)ccc3C)c(C)o2)c1	1.0%	-5%
